Screening results (PubChem BioAssay)
Cdc42 wt: modulators (inhibitors or activators) of GTP binding to human Cdc42 wildtype | P60953 | GST-Cdc42 beads, Bodipy-GTP binding, flow cytometry; actives lie on both sides | percent activity (GTP binding), % at 10 µM | 190,000 compounds, 0.2% hits;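 active means percent activity GTP binding at least 20 points away from the 100% baseline, either down as inhibitor or up as activator; inconclusive means compound flagged as likely green fluorescent from well-wide comparison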;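 further: median bead fluorescence of bound Bodipy-FL-GTP at 100 nM; 0% = excess unlabeled GTP control and 100% = no compound control; below 100% means less GTP binding so inhibitor and above means activator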
Target sequence (P60953 whole entry, looked up): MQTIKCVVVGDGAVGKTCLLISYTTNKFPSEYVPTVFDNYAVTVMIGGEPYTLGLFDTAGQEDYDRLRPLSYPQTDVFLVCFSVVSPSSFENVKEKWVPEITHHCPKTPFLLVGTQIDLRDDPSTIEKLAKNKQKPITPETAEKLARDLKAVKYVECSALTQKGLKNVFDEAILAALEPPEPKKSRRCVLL
Rac1 mut GTP: alters GTP binding to activated mutant human Rac1 | P63000 | GST-Rac1 activated beads, fluorescent GTP binding, flow cytometry; actives lie on both sides; 100% means binding = to untreated wells | percent activity (GTP binding), % at 10 µM | 190,000 compounds, 0.11% hits | AID 764;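 active means GTP binding at least 20 percentage points away from the 100% baseline, in either direction, so actives lie on both sides; inconclusive means Compound likely fluorescent itself, or too few beads counted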
Avidin bead fluor: compound fluoresces at 488/530 nm on avidin beads | compound fluorescence 488/530 nm, flow cytometry; hits give high values | fluorescence (KMESF) at 10 µM | 220,000 compounds, 0.38% hits | AID 1775; in the data active means fluorescence above about 47; further: inactives centre near 10
Mcl1-Noxa inh: disrupts binding of human Mcl-1 to Noxa peptide | Q07820 | TR-FRET Mcl-1/Noxa peptide binding, 2 h | inhibition, % at 21.7 µM | 220,000 compounds, 1.5% hits;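 active means compounds that cut the protein-peptide binding signal by more than 50% relative to plate controls in a single-dose test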;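 further: His-tagged Mcl-1 with rhodamine Noxa BH3 peptide and terbium anti-His antibody; 0% = Mcl-1 plus Noxa peptide wells and 100% = peptide-only wells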
Target sequence (Q07820 whole entry, looked up): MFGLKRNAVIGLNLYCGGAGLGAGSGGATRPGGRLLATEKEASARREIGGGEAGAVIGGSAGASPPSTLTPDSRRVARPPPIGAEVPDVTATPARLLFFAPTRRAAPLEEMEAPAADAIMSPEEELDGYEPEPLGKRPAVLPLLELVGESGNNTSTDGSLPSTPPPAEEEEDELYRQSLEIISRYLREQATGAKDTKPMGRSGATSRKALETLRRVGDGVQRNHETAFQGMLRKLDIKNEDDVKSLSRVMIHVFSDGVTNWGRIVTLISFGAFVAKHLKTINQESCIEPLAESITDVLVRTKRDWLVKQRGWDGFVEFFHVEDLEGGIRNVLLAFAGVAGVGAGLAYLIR
Mcl1-Bid inh: Mcl-1/Bid interaction inhibition. TR-FRET Mcl-1/Bid-Dy647 peptide binding, 1536-well. 220,000 compounds, 0.97% hits. Q07820. inhibition, % at 21.7 µM;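 active means compounds that cut the binding signal by more than half at the single screening dose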;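 further: His-tagged Mcl-1 with europium anti-His antibody binding Bid BH3 peptide; 0% = Mcl-1 plus peptide wells and 100% = peptide-only wells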
HRas wt GTP bind: changes GTP binding to wildtype human HRas | P01112 | GST-Ras wt beads, Bodipy-FL-GTP binding, flow cytometry; actives lie on both sides | GTP binding activity, % at 10 µM | 190,000 compounds, 0.14% hits | AID 759;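 active means GTP binding activity at least 20% away from the 100% baseline, either lowered as inhibitor or raised as activator; inconclusive means flagged as likely green fluorescent, judged across all proteins in the well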;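 further: 0% = unlabeled GTP competition control and 100% = no-compound control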
Target sequence (P01112 whole entry, looked up): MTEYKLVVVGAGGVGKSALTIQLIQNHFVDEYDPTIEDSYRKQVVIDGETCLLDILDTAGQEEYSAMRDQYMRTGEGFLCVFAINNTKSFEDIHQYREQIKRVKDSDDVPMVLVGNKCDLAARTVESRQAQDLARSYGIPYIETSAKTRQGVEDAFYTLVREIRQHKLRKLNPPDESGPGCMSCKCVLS
Rab7 wt GTP bind: dog Rab7 wildtype GTP binding, inhibitors and activators; GST-Rab7 beads, fluorescent GTP binding, flow cytometry; actives lie on both sides; untreated = 100%, excess cold GTP = 0%; GTP binding activity (percent of control), % at 10 µM; 190,000 compounds, 0.055% hits;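 active means fluorescent GTP binding to Rab7 beads changed by at least 20 points from the 100% baseline, either direction, mostly lower; inconclusive means compound itself probably fluorescent, or too few beads counted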;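 further: median green fluorescence of bound Bodipy-FL-GTP per Rab7 bead population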
Mcl-1 Bim block: disrupts Bim peptide binding to human Mcl-1; 190,000 compounds, 0.1% hits; Bead-based flow cytometry, Bim peptide-Mcl-1 binding; inhibition, % at 10 µM; Q07820; in the data active means inhibition above about 40%;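 further: 0% = no compound tracer wells and 100% = peptide blocker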
Pf gametocyte: inhibitors of late stage P. falciparum gametocyte viability | P. falciparum stage V gametocytes, ATP luminescence, 24 h | inhibition, % at 10.9 µM | 150,000 compounds, 0.065% hits;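 active means inhibition above the mean plus 3 SD of compounds within the control limits, set per campaign, cut at about 38% in these data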;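 further: 0% = DMSO wells and 100% = medium only without gametocytes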
Rac1 wt modul: human Rac1 wildtype GTP binding, inhibitors and activators | 190,000 compounds, 0.27% hits | GTP binding activity (% of control), % at 10 µM | P63000 | GST-Rac1 beads, fluorescent GTP binding, flow cytometry; actives lie on both sides; 0 = cold GTP competed, 100 = untreated | AID 757;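 active means GTP binding activity at least 20 points away from the 100% control level, either lower or higher; inconclusive means compound flagged as likely green fluorescent, judged across all proteins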
Rab2 wt GTP: changes GTP binding to wildtype dog Rab2A, up or down | 190,000 compounds, 0.19% hits | GST-Rab2 wt beads, Bodipy-GTP binding, flow cytometry | AID 760 | GTP binding activity, % at 10 µM;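 active means GTP binding activity at least 20 points away from 100%, either lowered or raised; inconclusive means signal likely due to the compound's own green fluorescence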;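 further: 0% = beads with excess unlabeled GTP and 100% = no-compound control corrected for plate trend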
The depositor's hits bear a star; ? = inconclusive; . = not tested or not shown.

Order of values – Cdc42 wt	Rac1 mut GTP	Avidin bead fluor	Mcl1-Noxa inh	Mcl1-Bid inh	HRas wt GTP bind	Rab7 wt GTP bind	Mcl-1 Bim block	Pf gametocyte	Rac1 wt modul	Rab2 wt GTP
#1 CCOC(=O)N1CCC(Nc2c(NCCCN3CCN(C4CCCCC4)CC3)c(=O)c2=O)CC1
→ 96	95	20	-3	-29	97	98	-1	-6	96	97
#2 CCOC(=O)Cn1nc(C(F)F)c(Br)c1C
→ 97	95	12	-11	-3	96	98	0	10	100	98
#3 O=C1N2CCSC2=NC1(NS(=O)(=O)c1ccccc1)C(F)(F)F (configuration not stated)
→ 103	98	14	18	-15	105	106	4	.	102	107
#4 CCOc1ccc(Nc2nc(NCCN3CCOCC3)nc(OC)n2)cc1
→ 99	99	38	20	2	98	99	-2	25	95	97
#5 COc1cc(O)oc1C=Nc1ccc(Cl)cc1
→ 101	98	8	8	-65	101	100	0	.	100	100
#6 CCOC(=O)NC(=O)CSc1nnnn1-c1ccccc1
→ 101	100	109*	-1	7	98	98	-3	.	105	99
#7 COc1cccc(C2C(C(C)=O)=C(O)C(=O)N2Cc2ccco2)c1 (configuration not stated)
→ 103	100	38	9	-17	103	105	-1	.	101	102
#8 COc1ccc(N(CC(=O)NCc2cccnc2)S(=O)(=O)c2ccccc2[N+](=O)[O-])c(OC)c1
→ 96	95	10	-8	0	98	102	0	.	98	97
#9 CSc1cccc(NC(=S)N(CCCN2CCCC(C)C2)Cc2cccs2)c1 (configuration not stated)
→ 96	92	10	7	-13	97	92	0	-16	99	97
#10 Cc1cc(Cl)ccc1OCCCC(=O)N1CCOCC1
→ 104	99	20	-1	-6	100	94	-5	13	101	99
#11 COc1ccc(C2C(Oc3ccccc3)C(=O)N2c2cc(C)ccc2C)cc1OC (configuration not stated)
→ 107	102	8	14	-9	105	102	-2	.	109	104
#12 O=C(NCc1cccs1)C1CCN(S(=O)(=O)N2CCCC2)CC1
→ 105	99	7	4	11	101	99	1	.	103	100
#13 O=C(NC1CCCCC1)c1ccc(S(=O)(=O)c2ccccc2Cl)c([N+](=O)[O-])c1
→ 89	97	11	9	1	95	93	-4	.	98	96
#14 COc1ccc(CCNC(=O)C2CCN(Cc3nc(-c4ccccc4F)oc3C)CC2)cc1OC
→ 106	99	15	-5	-21	107	96	1	13	109	105
#15 O=C(COc1ccccc1)NCCn1ccc2ccccc21
→ 101	98	5	9	-23	101	102	19	.	104	100
#16 CCN(CC)C(=O)CSC1=C(C#N)C(c2cccs2)C=C(C)N1 (configuration not stated)
→ 98	96	6	12	-28	98	98	-1	.	98	98
#17 C/C(=N\NS(=O)(=O)c1ccc(C)cc1)c1cc2ccccc2oc1=O
→ 96	93	10	8	-31	96	101	-1	-3	98	95
#18 CCCSC1=C(C#N)C(c2ccc(O)c(OC)c2)CC(=O)N1 (configuration not stated)
→ 103	100	7	1	-29	100	100	-2	.	106	100
#19 CCOC(=O)c1nn(-c2ccccc2)c(=O)cc1SC(C)C
→ 99	96	21	-3	-15	95	96	-8	.	97	63*
#20 c1ccc2c(C[n+]3csc4ccccc43)cccc2c1
→ 99	99	15	-1	-28	102	101	-2	.	108	99
#21 Nc1cc(=O)[nH]c(SCC(=O)Nc2ccc(F)c(Cl)c2)n1
→ 99	96	6	-6	-6	99	98	-2	1	97	97
#22 Cc1ccccc1Nc1nc(N)nc(COC(=O)c2ccccc2)n1
→ 102	100	3	3	-3	100	99	-1	.	102	98
#23 O=C(Cc1cnc2ncnn2c1)N1CCc2c([nH]c3ccccc23)C1c1ccccc1F (configuration not stated)
→ 99	99	10	8	-22	101	103	-4	-9	105	101
#24 O=C(Nc1ccccc1-c1nc2ccccc2s1)c1ccc(Br)o1
→ 106	102	9	-10	9	105	104	-2	.	109	105
#25 Cc1ccccc1CN(C)CC(=O)Nc1cccc(S(=O)(=O)N(C)c2ccccc2)c1
→ 96	95	9	9	-19	95	94	-2	2	95	93
#26 O=C(Nc1cccnc1)C(Cc1ccccc1)n1cccc1 (configuration not stated)
→ 102	102	8	9	-30	100	101	-1	.	106	100
#27 CCn1c(SC(C)C)nnc1-c1c[nH]c2ccccc12
→ 97	94	6	31	-21	95	95	-2	.	95	97
#28 CC(C)N1C(=O)CC2(CC[N+](C)(CCOC(=O)C(c3ccccc3)c3ccccc3)CC2)C1=O (configuration not stated)
→ 102	100	13	33	-17	101	97	-2	5	102	98
#29 CCS(=O)(=O)N1CCN(C(=O)CCC2CCCC2)CC1
→ 102	100	34	-13	8	102	101	-3	.	109	103
#30 CCO[C@H]1OC(C(=O)NC2CC2)=C[C@@H](c2ccc(C(F)(F)F)cc2)[C@@H]1CCCO
→ 94	94	8	-3	-6	95	96	-5	.	98	93
#31 Cc1ccc(NC(=O)COc2ccc(/C=C3/SC(=Nc4ccccc4)N(Cc4cccnc4)C3=O)cc2)cc1
→ 104	102	16	-8	-11	102	99	-4	.	106	99
#32 CCOC(=O)N1C=CC=C[C@@H]2[C@@H](N3C(=O)c4ccccc4C3=O)C(=O)N21
→ 98	98	8	21	3	99	99	-3	13	105	97
#33 COCCNc1ccc(S(=O)(=O)N2CCCC2)cn1
→ 91	97	11	7	-19	99	104	-1	10	99	99
#34 COc1ccc(NS(=O)(=O)c2cc(NC(=O)c3cnc(C)cn3)ccc2N2CCCC2)cc1
→ 95	100	8	23	-44	98	101	-4	-8	104	97
#35 Cc1cc(Br)ccc1S(=O)(=O)n1ccnc1C
→ 95	93	9	-7	0	95	94	2	6	96	93
#36 COc1ccc(C2C(C(=O)c3ccccc3)=C(C)Nc3nc4ccccc4n32)cc1OC (configuration not stated)
→ 106	99	.	-2	41	103	98	-6	.	111	101
#37 O=C(CSc1ncnc2c1oc1ccccc12)Nc1ccccc1F
→ ?	?	7	-249	-26	?	?	1	.	?	?
#38 Cc1cc(C)nc(SCC(=O)Nc2cccc(S(=O)(=O)N(C)C)c2)n1
→ 97	95	10	14	6	94	99	0	10	95	97
#39 Cn1cccc1/C=C(/C#N)c1ccc(F)cc1
→ 94	95	6	5	-35	97	94	3	15	96	97
#40 N#Cc1c(-n2ccnc2)cccc1-n1ccnc1
→ 103	99	12	3	-25	103	105	-1	8	106	101
#41 CC(=O)OCCSc1c(-c2ccccc2)c2cc(Cl)ccc2[nH]c1=O
→ 95	97	12	7	8	99	100	-1	17	98	98
#42 CCOc1ccc2c(c1)c(N=NC(=N)N)c(O)n2C
→ 90	90	18	9	-62	84	93	9	3	78*	86
#43 CC1CCCN(C(=O)C(C)Nc2cc(Cl)ccc2N2CCOCC2)C1 (configuration not stated)
→ 94	94	20	-8	-11	97	103	0	.	95	97
#44 COc1cccc(C(=O)N2CCN(CCCc3ccccc3)CC2)c1OC
→ 105	100	14	-1	-20	104	103	0	.	108	104
#45 N#C/C(=C(/O)c1ccc(F)cc1)c1nc2ccccc2s1
→ 93	90	14	14	-12	91	93	0	-11	93	93
#46 CC(C)(C)C(=O)c1sc2nc(-c3cccs3)cc(C(F)(F)F)c2c1N
→ ?	?	24	8	-75	?	?	-3	-12	?	?
#47 O=C(NCCCn1ccnc1)C(=O)NCC1OCCN1S(=O)(=O)c1ccc(Br)cc1 (configuration not stated)
→ 99	98	13	-4	-11	101	110	0	-4	101	100
#48 CC1(C)OC2OC(COC(=O)c3ccc([N+](=O)[O-])cc3)C3OC(C)(C)OC3C2O1 (configuration not stated)
→ 100	97	9	9	-14	99	98	-6	.	101	99
#49 O=C(O)c1cc2nc(-c3ccccc3)cc(C(F)(F)F)n2n1
→ 94	93	2	3	-14	92	92	4	.	94	94
#50 Cc1ccc(OCc2ccc(C(=O)Nc3nc4ccccc4n3C)o2)c([N+](=O)[O-])c1
→ 96	97	15	22	-6	95	93	-7	-6	96	94
#51 N#Cc1cc(-c2ccccc2)nnc1Sc1ccc(Cl)cc1
→ 95	96	4	-8	-14	96	94	-4	-6	96	97
#52 CCN1CCN(C(=S)NCC2CCCO2)CC1 (configuration not stated)
→ 101	98	9	26	-10	102	108	2	.	102	104
#53 O=C(Nc1ccc2ccccc2c1)Nc1ccc2snnc2c1
→ 99	97	21	38	4	102	99	0	-7	101	97
#54 CN(C)C(=S)c1ccc(N(C)C)cc1
→ 102	94	9	7	-31	97	102	-6	3	99	101
#55 CCn1cc(CNC(=O)CCc2nnc(CCC3CCCCC3)o2)cn1
→ 98	98	12	11	6	98	95	-2	.	100	98
#56 CC1(C)N=C(SCC(=O)Nc2ccc(Cl)cc2Cl)C(c2ccccc2)=N1
→ 102	100	6	5	-7	101	98	-3	19	106	99
